# Bioassay records: PubChem, National Center for Advancing Translational Sciences (NCATS)
# PTHR1 agonist: activates the human parathyroid hormone receptor PTHR1. 410,000 compounds, 0.075% hits. Potency, µM (series often up to 115 µM), inactives show at the top dose activation, most hits filed as activators. HEK293 GP2 PTHR1 cells, GloSensor cAMP luminescence, 1 h. Q03431; note: nearly all actives have a fitted effect of over 55% in size; some results filed as inactive show a strong effect at the top dose; inactives centre near -15; many of its hits are not listed in these tables
# Target sequence (Q03431 whole entry, looked up): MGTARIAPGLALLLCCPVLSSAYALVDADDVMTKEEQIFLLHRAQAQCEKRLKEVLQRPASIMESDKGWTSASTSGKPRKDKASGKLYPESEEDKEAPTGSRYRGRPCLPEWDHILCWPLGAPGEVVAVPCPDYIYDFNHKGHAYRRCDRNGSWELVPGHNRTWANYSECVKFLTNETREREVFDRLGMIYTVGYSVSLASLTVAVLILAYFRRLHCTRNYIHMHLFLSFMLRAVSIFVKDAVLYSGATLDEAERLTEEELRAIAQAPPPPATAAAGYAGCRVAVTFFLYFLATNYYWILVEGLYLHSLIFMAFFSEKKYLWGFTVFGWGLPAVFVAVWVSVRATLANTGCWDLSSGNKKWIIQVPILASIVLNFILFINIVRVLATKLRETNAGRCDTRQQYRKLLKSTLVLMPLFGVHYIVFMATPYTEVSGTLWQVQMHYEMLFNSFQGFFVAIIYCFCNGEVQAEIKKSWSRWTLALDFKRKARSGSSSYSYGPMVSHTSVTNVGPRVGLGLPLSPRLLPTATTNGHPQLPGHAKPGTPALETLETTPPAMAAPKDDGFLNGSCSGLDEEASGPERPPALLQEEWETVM
#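 HEK-293-derived GP2 cells expressing PTHR1 and a GloSensor cAMP reporter, 3,000/well, plated overnight, given luciferin plus IBMX (each 0.5 mM as added) for 1 h at 37 °C, then compound for 1 h at 37 °C. Luminescence was read after 15 min at room temperature.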
# EPAC1 ag: EPAC1 (human) agonism; EPAC1 agonist qHTS, biochemical assay; response scale: 100% = response to 6.5 mM cAMP; Potency, µM (doses to about 154 µM), for the others: top-dose activation, hits mostly activators; 360,000 compounds, 0.073% hits; note: nearly all actives have a fitted effect of over 60% in size
#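 Compounds were pinned as a concentration titration into mixtures of EPAC1 (100 nM), BODIPY-GDP-loaded Rap1B (250 nM) and GDP (50 uM). After 5 min at room temperature, fluorescence was followed for 30 min; activity was scaled to 6.5 mM cAMP.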
# FUS suppressor: suppressors of FUS proteinopathy in yeast; S. cerevisiae FUS-expressing, growth rescue, OD600, 24 h; Potency, µM (doses to about 76.6 µM), for inactives: at the top dose growth rescue (activation), actives largely listed as activators; 390,000 compounds, 0.24% hits;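 note: plate controls were DMSO vehicle for no effect and reference control for full effect; nearly all actives have a fitted effect of over 55% in size; some results filed as inactive show a strong effect at the top dose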
#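 Steps: raffinose overnight preculture; dilution to OD 0.005 in 2% galactose minimal medium; compound addition (concentration series); 24hr at 30C, 99% humidity; absorbance read at 600 nm.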
# EPAC1 antag: blocks human EPAC1 exchange factor. O95398. EPAC1 GEF assay, Rap1b-BODIPY-GDP exchange fluorescence. Potency, µM (titrated, usually from 115 µM), for the others: at the top dose activity change, negative = inhibition, hits mostly inhibitors. 360,000 compounds, 0.14% hits;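 note: plate controls were vehicle for no effect and positive control for full effect; nearly all actives have a fitted effect of over 50% in size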
# EPAC2 antag: EPAC2 (human) antagonism | EPAC2 GEF exchange of Rap1B-BODIPY-GDP, fluorescence | 360,000 compounds, 0.18% hits | AID 720708 | Potency, µM (doses to about 114 µM), for the others: top-dose activity, negative = inhibition, actives largely listed as inhibitors; note: % is set by controls: 0 for no effect and ±100 for the full control effect; nearly all actives have a fitted effect of over 45% in size; many of its hits are not listed in these tables
# TDP43 rescue: inhibitors of TDP-43 toxicity in yeast; 410,000 compounds, 1.8% hits; AID 652104; Potency, µM (top dose mostly 46.1 µM), inactives show top-dose growth rescue (activation), most hits filed as activators; TDP-43 expressing yeast growth rescue, BacTiter-Glo, 24 h; note: % of control where 0% means no effect; nearly all actives have a fitted effect of over 50% in size
#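 Cell-based yeast growth screen: TDP-43 expression induced in galactose, inoculum OD600=0.02 after raffinose pregrowth to mid-log. Read-out BacTiter-Glo luminescence at 24 hr, 30 deg C; inhibition of toxicity seen as signal increase.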
# EPAC2 ag: agonists of human EPAC2 (RAPGEF4) | Potency, µM (series often up to 154 µM), without a hit: top-dose activation, actives largely listed as activators | EPAC2 activation, biochemical qHTS; response scale: 100% = 6.5 mM cAMP response | Q8WZA2 | AID 720711 | 360,000 compounds, 0.079% hits; note: nearly all actives have a fitted effect of over 50% in size
#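 qHTS, titration series. 100 nM EPAC2 / 250 nM Rap1B-BODIPY-GDP / 50 uM GDP; RT; ex 480/em 540 nm, 5-min reads to 30 min. Norm. to 6.5 mM cAMP = activation.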
# aSyn yeast inh: alpha-synuclein toxicity inhibition in yeast; Yeast expressing alpha-synuclein, growth rescue, BacTiter-Glo, 24 h; Potency, µM (titrated, usually from 46.1 µM), for inactives: at the top dose growth rescue (activation), hits mostly activators; 370,000 compounds, 0.14% hits; AID 652106; note: % of control where 0% means no effect; nearly all actives have a fitted effect of over 65% in size
#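 Rescue of yeast growth: cells expressing toxic alpha-synuclein, induced in galactose at OD600 0.02, incubated with compound 24 h at 30 C. ATP luminescence quantified growth; inhibitors of toxicity appear as activators.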
# Numbers without * were called inactive; i = inactive; ? = inconclusive; · = not tested or not shown; [ ] = dose if it differs, or a comment. Calls come from the whole dose curve; as a rule, active = well fitted curve in the direction sought with a large enough effect; inconclusive = small, poorly fitted or top-dose-only effect, or another doubt; inactive = no such curve, though single readings can be large; an effect the other way counts as inactive or inconclusive. Potency is the fitted concentration of half-maximal effect.
SMILES,PTHR1 agonist,EPAC1 ag,FUS suppressor,EPAC1 antag,EPAC2 antag,TDP43 rescue,EPAC2 ag,aSyn yeast inh
CCCCCOc1ccc(NC(=O)c2cc(SC)ccc2Cl)cc1,-27%,-6%,-5%,12%,-7%,15%,3%,-6%
Clc1ccc(CNc2ncccn2)cc1,-14%,-6%,-5%,6%,-1%,?,1%,0%
CCCCNC(=O)c1cccc2c(=O)c(C)c(-c3ccccc3)oc12,-19%,6%,-2%,6%,-1%,4%,-3%,-15%
COc1ccc(C(=O)N2CCN(c3ccc(C(C)=O)cc3)CC2)cc1S(=O)(=O)N1CCCC1,-33%[inhibitor],10%,18%,-17%,-2%,11%,6%,?
CC1(C(=O)Nc2ccc3c(c2)OCCO3)CSCC(=O)N1CC(F)(F)F (centres undefined),i,-12%,-6%,2%,0%,5%,2%,-3%
COc1ccc(S(=O)(=O)N2CCC(C(=O)NCc3ccco3)CC2)cc1C,-8%,1%,2%,-10%,11%,4%,0%,0%
O=C(NCCS(=O)(=O)NCCCc1ccccc1)c1ccccc1,i,5%,-2%,-11%,-4%,-12%,4%,0%
O=C(NCC(O)c1ccc([N+](=O)[O-])cc1)Nc1ccccc1 (centres undefined),i,0%,-24%,6%,8%,-5%,10%,1%
O=C(Oc1ccc([N+](=O)[O-])cc1)c1cncc(Br)c1,-15%,2%,·,-15%,0%,?,3%,19%
O=C(c1ccc(O)c(Br)c1)c1cc(Br)ccc1O,-26%,-2%,6%,-3%,?,-94%[inhibitor],3%,-62%[inhibitor]
CN(CC1CCOCC1)C(=O)CC1C(=O)NCCN1Cc1ccc(F)c(F)c1 (centres undefined),?,-12%,15%,3%,12%,-23%,0%,-5%
Cc1cn([C@H]2C[C@H](O)[C@@H](CNCc3ccc(C#CCCO)cc3)O2)c(=O)[nH]c1=O,i,5%,-5%,-3%,3%,29%,-1%,-11%
COc1ccc(-n2c(SCC(=O)NCCCN3CCCC3=O)nnc2C(C)N2CCCCC2)cc1 (centres undefined),?,4%,-31%,9%,10%,-17%,11%,-5%
CCOC(=O)CSC1=N/C(=C\c2cc(OC)c(OC)c(OC)c2)C(=O)N1C,i,-12%,12%,3%,-5%,16%,-1%,-2%
O=C(CSc1nnnn1-c1ccc2c(c1)OCO2)NCc1cccs1,i,2%,-39%,-30%,-7%,7%,9%,4%
COC(=O)NC(NC(=S)Nc1cccc(C)c1)C(Cl)(Cl)Cl (centres undefined),i,-5%,-2%,13%,3%,5%,-4%,-1%
CN(C)S(=O)(=O)c1cccc(-c2csc(N/N=C/c3ccco3)n2)c1,-22%,18%,26%,6%,4%,-10%,5%,-7%
COc1cc(/C=N/NC(=O)c2cc(-c3ccccc3)nc3ccccc23)ccc1O,-54%[inhibitor],-6%,?,-11%,-5%,-19%,11%,1%
O=C(NC1CCCCC1)c1cc(C2CC2)on1,-5%,12%,-5%,1%,14%,5%,5%,22%
CCC1=NN2C(=N)/C(=C\c3cccn3-c3cccc(Cl)c3)C(=O)N=C2S1,-2%,-7%,3%,-21%,-20%,-5%,-5%,3%
COC(=O)c1ccn(-c2nc(-c3ccco3)cc(C(F)(F)F)n2)n1,-33%[inhibitor],0%,30%,5%,1%,?,-8%,4%
CC1(C)C2CCC1(C)C(OC(=O)CSc1nc(N)cc(=O)[nH]1)C2 (centres undefined),i,-5%,40%,15%,11%,-17%,5%,0%
O=C(NCCCN1CCCC1=O)c1ccc(S(=O)(=O)Nc2cccc(C(F)(F)F)c2)cc1,-73%,-1%,6%,3%,-5%,-1%,1%,-1%
O=[N+]([O-])c1cc(S(=O)(=O)N2CCOCC2)ccc1NS(=O)(=O)c1ccccc1,i,6%,9%,-12%,-4%,8%,14%,-3%
CN(Cc1ccccc1)C(=O)CSc1nc2ccccc2c(=O)n1Cc1ccco1,-20%[57.5 µM],10%,33%,9%,-1%,4%,10%,-27%
Cc1ccc(NC(=O)c2ccco2)c(NC(=O)c2cccs2)c1,-1%[57.5 µM],7%,-1%,5%,1%,-11%,6%,-1%
COCCCN1C(=O)C(=O)/C(=C(/O)c2ccc(S(=O)(=O)N3CCOCC3)cc2)C1c1ccc(C)cc1 (centres undefined),i,6%,·,0%,4%,10%,-4%,-4%
O=C(CSc1nnc(SCc2ccccc2)s1)N/N=C/c1ccc(Cl)cc1Cl,i,4%,-20%,-2%,10%,10%,-10%,-9%
O=C(COC(=O)C1CC1)Nc1ncc(C(F)(F)F)cc1Cl,-12%,-3%,-20%,0%,9%,-1%,1%,-7%
Cc1ccccc1CS(=O)(=O)CC(O)CN1CCCC1=O (centres undefined),i,6%,-16%,0%,5%,-11%,13%,0%
CCOC(=O)/C=C(\C)Sc1cc(O)c2ccccc2c1O,-45%[inhibitor],-2%,16%,?,45µM*,-94%[inhibitor],7%,-66%[inhibitor]
C[C@@H]1CN([C@@H](C)CO)C(=O)CCCn2nncc2CO[C@H]1CN(C)C(=O)C1CC1,-10%,2%,-22%,-6%,5%,20%,6%,?
CCCc1cc(=O)[nH]c(SCc2nc3ccccc3o2)n1,-12%,-2%,-19%,3%,-2%,5%,8%,9%
O=C(c1ccc(F)cc1)C1CCN(C(=S)NCC2CCCO2)CC1 (centres undefined),-10%,-4%,-14%,-1%,14%,1%,-7%,-7%
C/C(CC(=O)Nc1c(Cl)cccc1C(F)(F)F)=N\NC(=O)c1cnccn1,i,-15%,20%,-21%,-10%,0%,1%,5%
O=C(COc1ccccc1C(=O)Nc1ccccc1)c1ccc(F)cc1,-11%,3%,7%,-11%,9%,0%,0%,-3%
CCOc1cc(C2c3c(n[nH]c3C)C(=O)N2c2ccc(Br)cc2)ccc1O (centres undefined),i,-1%,13%,-13%,-4%,11%,3%,-2%
N=C1C(c2nc3ccccc3c(=O)[nH]2)=C(O)CN1CCc1ccccc1,-4%,-2%,-22%,-1%,2%,19%,9%,-5%
CC(=O)Nc1ccc(NC(=O)CC23CC4CC(CC(C4)C2)C3)cc1,i,2%,2%,-12%,-9%,6%,-3%,-1%
COc1ccc(OC)c(C2=NS(=O)(=O)N(C)C(C(=O)Nc3cccc(C(C)=O)c3)=C2)c1,-32%[inhibitor],6%,?,-2%,-10%,23%,1%,1%

# Results in FUS suppressor and EPAC1 antag, for 2 of the compounds above:
compound | FUS suppressor | EPAC1 antag
CCOc1cc(C2c3c(n[nH]c3C)C(=O)N2c2ccc(Br)cc2)ccc1O (centres undefined) | 13% | -13%
N=C1C(c2nc3ccccc3c(=O)[nH]2)=C(O)CN1CCc1ccccc1 | -22% | -1%

# Record cards, as listed above.
# COC(=O)c1ccn(-c2nc(-c3ccco3)cc(C(F)(F)F)n2)n1 is listed with PTHR1 agonist = -33%[inhibitor]; EPAC1 ag = 0%; FUS suppressor = 30%; EPAC1 antag = 5%; EPAC2 antag = 1%; TDP43 rescue = ?; EPAC2 ag = -8%; aSyn yeast inh = 4%
# C[C@@H]1CN([C@@H](C)CO)C(=O)CCCn2nncc2CO[C@H]1CN(C)C(=O)C1CC1 is listed with PTHR1 agonist = -10%; EPAC1 ag = 2%; FUS suppressor = -22%; EPAC1 antag = -6%; EPAC2 antag = 5%; TDP43 rescue = 20%; EPAC2 ag = 6%; aSyn yeast inh = ?
# O=C(NCCCN1CCCC1=O)c1ccc(S(=O)(=O)Nc2cccc(C(F)(F)F)c2)cc1 is listed with PTHR1 agonist = -73%; EPAC1 ag = -1%; FUS suppressor = 6%; EPAC1 antag = 3%; EPAC2 antag = -5%; TDP43 rescue = -1%; EPAC2 ag = 1%; aSyn yeast inh = -1%

# Printed as active in EPAC2 antag, of those listed so far:
SMILES	PTHR1 agonist	EPAC1 ag	FUS suppressor	EPAC1 antag	EPAC2 antag	EPAC2 ag
CCOC(=O)/C=C(\C)Sc1cc(O)c2ccccc2c1O	-45%[inhibitor]	-2%	16%	?	45µM*	7%

# Other entries.
SMILES,PTHR1 agonist,EPAC1 ag,FUS suppressor,EPAC1 antag,EPAC2 antag,TDP43 rescue,EPAC2 ag,aSyn yeast inh
CCOC(=O)N1CCN(c2ccc(C(=O)CC)cc2F)CC1,-4%[57.5 µM],-6%,0%,3%,10%,5%,-83%[inhibitor][15.6 µM],1%
CCc1nnc(NC(=O)C(C)Sc2ccccc2)s1 (centres undefined),-9%,-19%,-20%,-6%,-4%,9%,7%,12%
O=C(N/N=C\c1ccc(Oc2ccccc2)cc1)c1csnn1,i,-13%,-31%,10%,-2%,19%,-3%,1%
CCOc1cc(/C=C(/C#N)c2ccc(Cl)cc2)cc(Cl)c1OCC(=O)O,-28%,-2%,-14%,?,?,22%,-7%,4%
CCOC(=O)C(Nc1ccc2ccccc2c1)C(=O)OCC,0%,-1%,·,-7%,-2%,?,12%,0%
CC(C)(C)CN1C(N)=NC[C@@H]1c1ccccc1,i,9%,-2%,12%,0%,?,7%,2%
O=C(COC(=O)c1ccc2c(c1)OCCO2)NCCc1ccc(F)cc1,-17%,4%,-9%,3%,9%,9%,-1%,-1%
CC1CCCN(CC(O)CN)C1 (centres undefined),-5%[57.5 µM],-4%,13%,3%,6%,10%,-2%,-1%

# 3 compounds from above, arranged by the value under EPAC2 ag, highest first:
smiles | EPAC2 ag
CCc1nnc(NC(=O)C(C)Sc2ccccc2)s1 (centres undefined) | 7%
O=C(COC(=O)c1ccc2c(c1)OCCO2)NCCc1ccc(F)cc1 | -1%
CCOc1cc(/C=C(/C#N)c2ccc(Cl)cc2)cc(Cl)c1OCC(=O)O | -7%

# The list is partial; the hit share may differ from the screen's.
